Screening results from PubChem.
AI-2 QS mod = Vibrio harveyi AI-2 quorum sensing modulators, primary screen, JMH597 strain, luminescence/OD600 ratio | Vibrio harveyi JMH597 AI-2 luminescence/OD600 ratio, 9 h; active compounds read low; strain lacks LuxN and CqsS sensors; 0 = neutral-control median | activity change, % at 7.5 µM | hit rate 0.4% among 300,000; in the data active means activity change below about -75%, passing the limit was not always enough; inconclusive means no clear call, values can overlap the other calls;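 further: luminescence divided by OD600 gain over 9 h not by final OD600 alone; inactives centre near 13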
HSP90 refold inh = HSP90 inhibitors, primary screen, cell lysate, luminescence | Rabbit reticulocyte lysate, luciferase refolding luminescence, 3 h | inhibition, % at 5.6 µM | hit rate 0.91% among 290,000;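 active means inhibition above the screen-wide mean plus 3 SD, computed separately per campaign, cut at about 16% in these data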;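 further: 0% = DMSO wells and 100% = 60 µM geldanamycin wells; inhibitors lower the luminescence because luciferase stays unfolded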
aSyn 5UTR inh = MLPCN primary screen, SNCA 5' untranslated region | hit rate 0.82% among 300,000 | inhibition, % (tested at 7.5 µM) | alpha-synuclein 5'UTR reporter, inhibitor activity; in the data active means inhibition above about 60%; inconclusive means no clear call, values can overlap the other calls;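 further: H4 neuroglioblastoma cells stably carrying SNCA 5'UTR luciferase fusion; 0% = DMSO wells and 100% = positive control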
KLF5 inhibitor = KLF5 expression inhibitors, primary screen, DLD-1 cells, luminescence. AID 1700, 2009. inhibition, % at 5 µM. hit rate 0.23% among 290,000. DLD-1 KLF5 promoter-luciferase reporter;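 active means inhibition above a per-plate limit of that plate's mean compound inhibition plus 3 SD, cut at about 60% in these data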;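 further: 0% = DMSO wells and 100% = LY294002 at 200 µM; higher means less KLF5 promoter-driven luciferase light; inactives centre near -14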
SKKanGAS inh = S. pyogenes SKKanGAS growth inhibitors in kanamycin, primary screen, streptokinase expression inhibitor project, SKKanGAS strain, BacTiter-Glo luminescence. 6 h. inhibition, % at 7.5 µM. hit rate 1.3% among 300,000;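 active means mean replicate score, as percent of positive control median, at least 50; inconclusive means mean below 50 but one replicate at or above 50; inactive means mean and every replicate below 50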;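 further: strain carries kanamycin resistance gene driven by streptokinase promoter and grows in 40 µg/ml kanamycin; loss of luminescence reflects streptokinase promoter inhibition or plain growth inhibition; 0% = median of DMSO wells and 100% = positive control at its reference dose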
HSF1 inh = HSF1 inhibitors in luciferase reporter cells, primary screen, cell-based, NIH3T3, luminescence; AID 2098, 2009; hit rate 0.77% among 300,000; activity change, negative = inhibition, % at 7.5 µM (by protocol); NIH3T3-HGL HSE-luciferase, MG132-induced, luminescence 8 h; active compounds read low;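 active means more than half of replicate wells show activity change below -50%, luminescence cut by over half; inconclusive means some wells, but at most half, below -50%; inactive means no replicate well below -50%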;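 further: luciferase reports HSF-1 transcriptional activity via heat shock element; 0% = median of DMSO wells and -100% = zero luminescence signal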
HIF activator = HIF pathway transcriptional activators, primary screen, cell-based, U2OS HRE-luciferase, luminescence; activation, % at 7.5 µM (by protocol); AID 1910, 2009; hit rate 0.32% among 300,000; U2OS HRE-luciferase reporter; normalized: DMSO 0%, desferrioxamine 100%;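 active means mean activation of at least 10% of the iron chelator positive control signal, with at least half of replicates also reaching 10%; inconclusive means mean and replicate majority disagree about reaching 10%; inactive means mean and most replicates under 10%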
Platelet DG rel = inhibitors of platelet dense granule secretion, primary screen, cell-based, MLPCN, human platelets. human platelet-rich plasma, SFLLRN dense granule ATP release, luminescence. inhibition, %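 (compounds screened at 7.5 µM in platelet-rich plasma)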. hit rate 0.22% among 300,000. AID 1663, 2009;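 active means mean replicate score, as percent of positive control, at or above 50; inconclusive means mean below 50 but at least one replicate at or above 50; inactive means mean and every replicate below 50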
HSF1 activator = HSF-1 activators, primary screen, NIH3T3-HGL cells, MG132 stress, luminescence, single point | NIH3T3-HGL HSF-1 luciferase reporter, 8 h; 100% = twice DMSO control signal | activation, % at 9 µM | hit rate 1.7% among 300,000;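 active means mean replicate activation of at least 50% with a set share of replicates each reaching 50%; inconclusive means only one of those two conditions met; inactive means mean below 50% and too few replicates reaching it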;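 further: 0% = median of the neutral control wells and 100% = twice that signal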
IEC-6 tox = cytotoxicity in IEC-6 intestinal epithelial cells, primary screen, cytotoxicity control for KLF5 inhibitor project, cell-based, luminescence; inhibition, % at 5 µM; IEC-6 cytotoxicity, luminescence viability; hit rate 0.78% among 290,000; AID 1825, 2009; in the data active means inhibition above about 22%;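 further: 0% = plate median of test compound wells and 100% = cytotoxic reference compound wells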
Active calls of the source: *; ? = inconclusive; · = no result given. Not a hit list (roughly 6% active in at least one column).

compound,AI-2 QS mod,HSP90 refold inh,aSyn 5UTR inh,KLF5 inhibitor,SKKanGAS inh,HSF1 inh,HIF activator,Platelet DG rel,HSF1 activator,IEC-6 tox
CN(c1ccc(F)cc1)S(=O)(=O)c1ccc(Cl)c(C(=O)Nc2ccncc2)c1,14,·,11,·,-3,9,-0.5,-4,-1,·
CCC(=O)N1CCN=C1SCc1ccccc1Cl,31,2,-22,-16,19,-5,·,7,5,4
N#CC1=C(S)N(c2ccccc2)C2(CCCCC2)NC1=O,19,2,14,-3,-1,-11,-0.3,4,-20,4
O=C(Nc1ccc2c(c1)OCCO2)C1CCCN1C(=O)Nc1ccc(F)cc1 (configuration not stated),-1,1,-38,3,11,-11,-0.5,-2,-15,2
C/C(=C\c1ccccc1)C(=O)Nc1nccs1,10,4,-121,-107,-9,32,1.7,-9,?,7
CCn1c2ccccc2c2cc(NC(=O)CC(C)=O)ccc21,11,2,1,7,5,-1,-0.3,-2,18,6
COCCNC(=O)c1ccccc1NC(=O)c1ccccc1N(C)S(=O)(=O)c1ccc(C)cc1,4,2,·,11,1,·,·,·,·,2
COc1ccc2c(CC(=O)NCc3ccc4c(c3)OCO4)coc2c1,16,1,17,-3,4,-2,-0.1,1,1,4
CCCCC1CCC(C(=O)NCc2ccc3c(c2)OCO3)CC1 (configuration not stated),-1,2,23,-19,-15,-8,0.2,-8,4,2
O=C(CCc1nnc2ccc(NCc3ccccc3Cl)nn12)NCC1CCN(C2CCCC2)C1 (configuration not stated),-13,3,-4,7,4,-4,-0.4,-4,-4,3
CCN(CC)CCNC(=O)C(=O)Nc1ccc(C(=O)OC)cc1,2,1,15,-6,0,-3,0.1,25,-5,-2
COc1ccc(/C=N\NC(=O)c2cccc([N+](=O)[O-])c2)cc1Cn1cc([N+](=O)[O-])cn1,15,1,-25,-17,12,-3,0.0,3,13,15
COc1ccccc1/C=C/C=N/n1c(COc2ccccc2)n[nH]c1=S,22,-5,14,-26,8,-8,-0.2,7,2,-6
O=C(O)c1cccc(Nc2nc(-c3ccc([N+](=O)[O-])cc3)nc3ccccc23)c1,-13,5,9,-19,33,-16,1.5,-10,-3,7
N#CC12CCCCC1CC1CCCCC1(C#N)N2CCO (configuration not stated),41,1,10,11,-2,-2,0.0,-1,-11,-1
Cc1ccc(NC(=O)CN(C)Cc2c(O)ccc3ccccc23)cc1,7,2,-12,-6,0,4,0.5,12,-4,-2
CCN1CCN(c2ccc(NC(=O)c3cccc(N4CCCC4=O)c3)cc2)CC1,11,-3,-61,-17,-1,19,2.7,-1,8,-5
Cc1cc(NC(=O)c2ccccc2)nc(C)n1,7,1,-1,-6,1,-4,-0.1,5,5,5
O=C(/C=C/c1cccc([N+](=O)[O-])c1)N1CCN(c2ccccc2F)CC1,4,1,-12,-11,-2,-5,0.2,2,-4,3
COc1cc(C(=O)NCC(c2ccco2)N2CCCC2)ccc1OCc1c(C)noc1C (configuration not stated),16,-2,3,-11,-4,-1,0.0,5,12,-1
Cc1nn(CC(=O)NCCN2CCOCC2)c(C)c1[N+](=O)[O-],0,0,-23,-16,-18,1,0.1,-5,7,3
Cc1ccc(-c2ccc(=O)n(CC(=O)NCCC(C)C)n2)cc1,9,9,1,-3,-1,2,-0.1,-1,4,10
O=c1cc(CSc2n[nH]c(=O)n2C2CC2)c2ccc(O)cc2o1,19,2,6,-19,-4,5,0.2,-3,6,3
COc1ccc(/C=N/NC(=O)c2ccccc2Cl)cc1CSc1nc2ccccc2s1,23,1,28,26,7,-4,0.3,0,2,16
CCCNC(=O)C12CCC(C)(c3nc4cc(C)c(C)cc4nc31)C2(C)C (configuration not stated),-12,-2,·,9,·,·,·,·,·,1
Cn1cccc1/C=N\NC(=O)C1COc2ccc(C(C)(C)C)cc2O1 (configuration not stated),23,-2,-5,8,1,2,0.1,10,7,-4
Cc1ccccc1CN1CCN(C(C)C(=O)NCc2ccccc2)CC1 (configuration not stated),20,-7,-10,5,-10,-9,0.3,2,6,-3
Cn1c(=O)n(C)c2cc(NS(=O)(=O)c3ccc4c(c3)CCCC4)ccc21,16,7,-33,-33,0,9,-0.2,12,15,19
CCC(C)(NC(=O)Cc1c[nH]c2ccccc12)C(=O)NC1CCCCC1 (configuration not stated),18,1,-11,-23,5,-8,0.0,-11,-9,-1
CC(OC(=O)c1cc2ccccc2cc1O)C(=O)Nc1ccc(S(N)(=O)=O)cc1 (configuration not stated),30,-2,-9,-4,7,0,0.7,-2,-7,-7
Cc1ccc(S(=O)(=O)CCC(=O)Nc2cccc(Cl)c2)cc1,23,-2,2,-54,-4,-6,0.2,-7,-12,1
CC(=O)c1ccc(Nc2nc(NCCO)nc(OC(C(F)(F)F)C(F)(F)F)n2)cc1,8,-1,31,-16,-3,3,0.1,-42,-10,-3
O=C(OCCN1CCOCC1)c1ccccc1,14,-1,-17,10,-1,0,1.1,1,4,4
COc1ccccc1C1C(C(=O)c2ccc(C)o2)=C(O)C(=O)N1c1cc(C)on1 (configuration not stated),19,4,6,-17,-1,4,1.1,15,13,-3
COC(=O)CCCCC(=O)C1C(=O)CC(C)(C)C(C(=O)OC)C1=O (configuration not stated),14,0,0,-27,5,-5,0.0,-8,12,-6
Cc1ccc(NC(=O)CCC2CC(C)(C)OC2=O)cc1 (configuration not stated),18,-1,16,-8,6,1,-0.2,8,-3,-2
Cc1cccc2nc(-c3ccco3)c(Nc3ccccc3)n12,8,-3,11,-6,-3,14,0.1,-5,-4,-1
O=C(Nc1ccc(S(=O)(=O)N2CCCC2)cc1)c1ccc(Br)o1,·,2,1,8,-11,-1,0.1,-2,29,-2
CN(NC(N)=O)c1ncc(C(F)(F)F)cc1Cl,24,-2,4,-15,2,-9,-0.4,-1,-16,2
CC(C)(C)C(=O)C(Cc1ccccc1)n1cncn1 (configuration not stated),22,-1,-23,5,11,-10,-30,-3,-2,7
Cc1ccc(C(=O)Nc2ncc(Cc3ccccc3)s2)o1,-27,12,-18,-36,23,23,0.3,4,54*,51*
O=S(=O)(NN1CCOCC1)c1ccc(Cl)s1,13,-6,-4,-22,-16,-6,-0.1,-9,15,1
Cc1cc(C)c2oc(C(=O)N3CCN(Cc4ccccc4)CC3)cc(=O)c2c1,-2,1,17,11,4,-6,0.1,·,-18,6
Cc1nn(CCC#N)c2nc(C(F)(F)F)[nH]c(=O)c12,16,4,1,-41,-1,-7,0.0,6,3,-1
COc1ccc(S(=O)(=O)Nc2nccs2)cc1OC,19,-2,-10,-24,0,-1,0.0,3,-6,-1
O=C(Cc1ccccc1[N+](=O)[O-])N1CCN(c2ccccc2F)CC1,26,-1,-25,-35,4,-9,1.5,-10,8,-2
COC(=O)c1cccc(NC(=O)Cc2nc(-c3ccccc3)sc2-c2ccc(C)cc2)c1,35,1,21,-21,8,3,0.4,-2,18,11
COc1cc(NS(=O)(=O)c2cc(C(=O)N3CCN(C(C)=O)CC3)ccc2OC)cc(OC)c1,42,-2,-3,-26,-1,0,-0.2,4,34,-3
COc1ccc(CNC(=O)N2CCc3ccccc3C2)cc1,-45,-2,-8,-17,-3,7,1.2,-5,16,-1
COc1ccc(NC(=O)c2ccccn2)cc1,21,35*,75*,4,8,-19,-1.2,58*,4,3
Cc1cc(OC(F)F)ccc1NC(=S)NCCc1ccccc1,0,1,-1,5,-10,11,-0.6,-2,30,-3
O=C(Nc1ccc(NC(=O)C2CC2)nc1)c1ccccn1,-17,10,-15,-132,8,-2,-1.2,·,33,3
O=C(COC(=O)C1CCN(c2ccc(C(F)(F)F)cn2)CC1)c1ccc(F)cc1,-1,·,3,·,-9,11,2.5,15,24,·
COCCCNC(=O)c1c(N)n(/N=C/c2cccnc2)c2nc3ccccc3nc12,41,2,-41,-6,21,-9,1.2,4,1,0
O=C(CN1CCCCC1)Nc1ccc(N2CCCCCC2)cc1,-8,-1,-11,-22,0,1,3.5,-6,5,-5

Some of these compounds in order of heavy-atom count, high to low.
compound,AI-2 QS mod,HSP90 refold inh,aSyn 5UTR inh,KLF5 inhibitor,SKKanGAS inh,HSF1 inh,HIF activator,Platelet DG rel,HSF1 activator,IEC-6 tox
CCC(C)(NC(=O)Cc1c[nH]c2ccccc12)C(=O)NC1CCCCC1 (configuration not stated),18,1,-11,-23,5,-8,0.0,-11,-9,-1
Cc1nn(CCC#N)c2nc(C(F)(F)F)[nH]c(=O)c12,16,4,1,-41,-1,-7,0.0,6,3,-1
C/C(=C\c1ccccc1)C(=O)Nc1nccs1,10,4,-121,-107,-9,32,1.7,-9,?,7
